Screening data as filed in PubChem BioAssay.
PriA SSB inh: K. pneumoniae PriA-SSBct interaction inhibition; AlphaScreen SSBct-PriA binding, biotinylated peptide; inhibition, % at 33 µM; 430,000 compounds, 0.6% hits; AID 1272365; in the data active = inhibition mostly above about 37%, no sharp cut-off; inactive = mostly below about 20%;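 note: plate controls were negative control peptide for no effect and reference peptide for full effect; strong numbers were not always called active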
* marks the source's active call; other numbers are inactive results; i = inactive; & = joins results of further samples.

Compound | PriA SSB inh
O=C(Cc1cc(-c2ccc(F)cc2F)on1)Nc1nccs1 | -13
Cc1cc(OC2CCN(C(=O)c3cc(-c4ccc(F)cc4)c[nH]3)CC2)cc(=O)o1 | 2
O=C(Cn1nc(-c2ccccc2)c2sc(N3CCOCC3)nc2c1=O)N1CCc2ccccc21 | 9
C=CCN1C(=O)C(C)(C)COc2cc(NC(=O)CC)ccc21 | 4
COc1c2ccc(C(=O)N3CC(S(=O)(=O)Cc4ccco4)C3)cc2nn1C | -4
CCOC(=O)NN=Cc1ccc([N+](=O)[O-])o1 | 0
O=C(c1ccc(=O)n(Cc2cccc(F)c2)n1)N1CCN(Cc2ccccc2)CC1 | -6
CC(C)(C)N(Cc1ccccc1)C(=O)CCCN1C(=O)/C(=C/c2cccs2)SC1=S | -4
CC(=O)Nc1ccc(CC(=O)N(C)C)cc1 | -13
CC(=O)C=C(C)NC(Cc1c[nH]c2ccccc12)C(=O)O (stereo not given) | 1
COC(=O)NN=C1CCCc2ccccc21 | -4
COc1ccc(CCNC(=O)C2CCN(c3ncnc4c3sc3ncccc34)CC2)cc1OC | -24

New compounds follow:
Compound | PriA SSB inh
O=C(NCCN1CCOC(c2ccccc2)C1)C1CC1 (stereo not given) | -7
O=C(Nc1nc2c(s1)CCc1ccccc1-2)c1ccc(Br)s1 | -12
CC(=NNC(=S)NC1CCCCC1)c1cccs1 | 29
COc1ccc(-c2cc(=O)n(CC(=O)NCc3ccccc3)cn2)cc1 | -5
C=CCONC(CCC)=C1C(=O)CC(C)(C)CC1=NC | -9
COc1ccc(NC(=O)c2cccc3nc4ccccc4nc23)cc1 | 13
COc1cc(C)c(S(=O)(=O)N2CCN(c3cc(N4CCOCC4)cnn3)CC2)cc1C | 3
O=C(Cn1nc(C2CC2)c2cnn(-c3ccccc3)c2c1=O)NCc1ccc2c(c1)OCO2 | -10
c1ccc(NN=C2CCCc3ccccc32)nc1 | 4
O=C(NCC1CCN(c2ncccn2)CC1)c1cnccn1 | -21
O=C1NCCOc2ccc(NC(=O)c3cc4ccccc4oc3=O)cc21 | -2
CN(C)c1ccc(CCCNS(=O)(=O)c2ccccc2F)cc1 | 14

More records:
Compound | PriA SSB inh
O=C(Nc1cc(N2CCN(Cc3ccccc3)CC2)ncn1)Nc1ccc(F)cc1F | -6
O=C(Nc1cc(-n2cncn2)ncn1)[C@H]1CCCN(c2cc(-n3ccnc3)ncn2)C1 | -11
Cc1nn(C2CCS(=O)(=O)C2)c(C)c1CC(=O)Nc1cccc(-c2nc3ccccc3o2)c1 (stereo not given) | -13
O=C(CSC1CCCC1)Nc1ccn2nccc2c1 | 1
C=CCN1C(=O)C(C)(C)COc2ccc(NC(=O)c3ccccc3Cl)cc21 | 27
O=C(COc1ccc(Cl)cc1Cl)N1CC[C@H](c2ccc3c(c2)OCO3)C1 | -9
O=S(=O)(NCc1ccccn1)c1ccc(C2CCCCC2)cc1 | -11
CCCC(=O)NCC(=O)Nc1cnc(N2CCN(c3ccccc3)CC2)nc1 | -5
Cc1cc(C=NO)c(C)n1-c1ccncc1 | -14
O=C(NCCc1ccc(N2CCCC2)cc1)c1ccccc1 | -18
CC1(C)Cc2cccc(OCC(=O)Nc3cnoc3)c2O1 | -15
COc1ccc(CCC(=O)Nc2cnc3cc(C)nn3c2)cc1 | -10

Other entries
Compound | PriA SSB inh
COc1ccc(OC)c(NC(=O)Cn2c(C)nc3c(sc4cccc(F)c43)c2=O)c1 | 6
CC(C(=O)c1ccc(F)cc1)n1cnc(-c2ccc(F)cc2)cc1=O (stereo not given) | 8
CCC(CC)COC(=O)C(C#N)c1nc2ccccc2nc1N1CCCCC1 (stereo not given) | -10
CS(=O)(=O)N1CCCc2ccc(NC(=O)C3CC3)cc21 | -12
COc1ccc(C=Nc2oc(-c3ccccc3)cc2C#N)cc1 | 15
COc1cc(Cn2cccc(C(=O)O)c2=O)cc(OC)c1 | 13
COc1ccc(OC)c(-c2ccc(=O)n(Cc3c(F)cccc3Cl)n2)c1 | -23&-12
O=C(NN=C/C=C/c1ccccc1)C(O)c1ccccc1 (stereo not given) | -5
CCCNC(=O)CSc1nnc2[nH]c(=O)c3c(n12)CCCC3 | -2
Fc1ccc(NC(=S)NN=Cc2ccc(F)c(F)c2)cc1 | -2
O=S(=O)(CCCOc1ccccc1)NCC1CCCN1c1nccs1 (stereo not given) | 1
CCOc1cc(N2CCN(S(=O)(=O)c3ccc4c(c3)OCCO4)CC2)nc(C)n1 | -5&5

Sorted by count of non-hydrogen atoms (falling): 5 of the compounds above
Compound | PriA SSB inh
CCOc1cc(N2CCN(S(=O)(=O)c3ccc4c(c3)OCCO4)CC2)nc(C)n1 | -5&5
COc1ccc(OC)c(-c2ccc(=O)n(Cc3c(F)cccc3Cl)n2)c1 | -23&-12
CC(C(=O)c1ccc(F)cc1)n1cnc(-c2ccc(F)cc2)cc1=O (stereo not given) | 8
COc1ccc(C=Nc2oc(-c3ccccc3)cc2C#N)cc1 | 15
COc1cc(Cn2cccc(C(=O)O)c2=O)cc(OC)c1 | 13

(listing goes on)
Compound | PriA SSB inh
CCOC(=O)c1sc(NC(=O)c2sc(-c3ccccc3)nc2C)c(C(=O)OCC)c1C | -19
O=C(Cc1cc(=O)[nH]c(SCc2ccc(F)cc2)n1)Nc1nc2ccccc2s1 | -5
O=C(CNC(=O)c1ccccc1Cl)NN=Cc1ccc([N+](=O)[O-])s1 | -12
COc1ccc(F)cc1S(=O)(=O)Nc1ccccc1Cc1nc(-c2cccnc2)no1 | 2
Cn1cccc1C(CNC(=O)C1CCCCC1)N1CCc2ccccc2C1 (stereo not given) | -23
N#Cc1c(NC(=O)c2cccc([N+](=O)[O-])c2)sc2c1CCC2 | 5
C#CCOCC(O)CN1CCN(C(c2ccccc2)c2ccccc2)CC1 (stereo not given) | 4
O=S(=O)(NCC[C@H](O)c1ccco1)c1ccccc1Cl | -12
Nc1nc(SCC(=O)OCc2ccccc2)[nH]c(=O)c1NC(=O)c1ccc(F)cc1 | -2
Cc1n[nH]c(C)c1CNC(=O)c1nnn(Cc2ccccc2)c1-n1cccc1 | -6
Cc1c(NC(=O)c2cc3c(=O)n4ccccc4nc3n2C)c(=O)n(-c2ccccc2)n1C | -11
CSc1ccc(C=NNc2cccc(C(=O)O)c2)cc1 | -7

A portion from the list above:
Compound | PriA SSB inh
O=S(=O)(NCC[C@H](O)c1ccco1)c1ccccc1Cl | -12
Nc1nc(SCC(=O)OCc2ccccc2)[nH]c(=O)c1NC(=O)c1ccc(F)cc1 | -2
Cc1n[nH]c(C)c1CNC(=O)c1nnn(Cc2ccccc2)c1-n1cccc1 | -6
Cc1c(NC(=O)c2cc3c(=O)n4ccccc4nc3n2C)c(=O)n(-c2ccccc2)n1C | -11
CSc1ccc(C=NNc2cccc(C(=O)O)c2)cc1 | -7

Going on with the list.
Compound | PriA SSB inh
O=C(Nc1cccc(-c2ccc(N3CCOCC3)nn2)c1)c1ccc(F)c(F)c1 | 1
COC(=O)c1ccc(C2C(S(=O)(=O)c3ccccc3)=C(O)C(=O)N2c2ccc(Cl)cc2)cc1 (stereo not given) | 1&6
Cn1c(=O)c2c(ncn2CN2CCCCCC2)n(C)c1=O | -8
CS(=O)(=O)c1cccc(S(=O)(=O)N2CCN(c3ccc(F)cc3)CC2)c1 | -15
O=C(NCC1COC2(CCCC2)O1)Nc1cccc(Cl)c1 (stereo not given) | -17
O=S(=O)(c1cccnc1)N1CCCSC[C@@H]1CN1CCCC1 | -14
CC(=O)N1CCc2ccc(NC(=O)CCc3ccccc3F)cc2C1 | -7
COc1ccc(-c2ccc3nnc(SCC(=O)NCC4CCCO4)n3n2)cc1OC (stereo not given) | 3
COc1ccccc1C=NNC(=O)c1cccc(OC(F)(F)C(F)F)c1 | -12
O=C(Nc1ccc([N+](=O)[O-])cc1)Nc1nc2c(ccc3ccccc32)s1 | -19
NC(N)=N/N=C(/c1ccc(F)cc1)c1ccc(C(F)(F)F)cc1 | i
CCN1CCN(CC(=O)Nc2ccc(OC(F)(F)F)cc2)C(=O)C1=O | -13

Going on with the list:
Compound | PriA SSB inh
CCOCC(=O)NCc1cnn2ccccc12 | -3
COc1ccc(Cl)c2sc(NC(=O)CCOc3ccccc3)nc12 | -1
O=C(NCCn1ncc2c(NCc3ccc(F)cc3)ncnc21)c1ccccc1C(F)(F)F | -10
C=CCOc1cccc(C2C(=C(O)c3ccc4c(c3)CC(C)O4)C(=O)C(=O)N2CCN2CCOCC2)c1 (stereo not given) | -11
O=C(c1cccc(Br)c1)N1C2C=CCC1CC2 (stereo not given) | -9
O=C(Cc1ccccc1Cl)NCCc1nc(C2CC2)cc(C(F)(F)F)n1 | -15
N#CSCc1ccc(O)c2ncccc12 | 111*
O=C(NCC1(Sc2ccccc2)CCOCC1)c1cc2ccccc2o1 | -14
CCCCOc1ccc(NC(=O)NCC(C)(O)c2cc3ccccc3o2)cc1 (stereo not given) | -17
O=C(Nc1cccc(-c2ccc3nnc(-c4cccs4)n3n2)c1)c1ccc(Br)o1 | -14
Cc1cc(NC(=O)Nc2c[nH]c3ccccc23)ccc1Br | 22
O=C(CSc1nc(CC(=O)Nc2ccc3c(c2)OCO3)cs1)Nc1ccc(F)cc1 | -1

(list continues)
Compound | PriA SSB inh
Cc1cc(C(=O)Nc2cc(N3CCCS3(=O)=O)ccc2C)no1 | -15
Cc1ccc(-c2cc(CNC(=O)Cc3cccs3)no2)cc1 | -17
COc1ccc(C=NNC(=O)Cc2cc(OC)c(OC)cc2[N+](=O)[O-])cc1 | -8
COc1ccc(C(=O)NCc2ccsc2)c(OC)c1 | -12
O=C(Cn1c(-c2ccncc2)nc2ccccc21)Nc1nc2ccccc2s1 | -7
O=c1c2cnn(C3CCS(=O)(=O)C3)c2ncn1Cc1ccc(Cl)cc1Cl (stereo not given) | -7&6
COc1ccc(CCC(=O)NCCn2ncc3c(=O)n(Cc4ccccc4C)cnc32)cc1 | 3
O=C(Nc1ccccc1F)c1cc(C2CCN(C(=O)Cc3noc4ccccc34)CC2)[nH]n1 | 62*
CCOc1ccccc1NC(=O)C(=O)NCC1CCN(c2ncccc2C#N)CC1 | -16
COC(=O)NCCc1nc2ccccc2n1C | -14
Cc1ccc(CNC(=O)CCC2=NS(=O)(=O)c3ccccc3N2)o1 | -18
NC(=NOC(=O)CCC1CCCCC1)c1ccccn1 | -16

(listing goes on)
Compound | PriA SSB inh
Cc1ccc(-c2ccc(=O)n([C@@H](C)C(=O)NCc3ccncc3)n2)cc1 | -6
Cc1cc(C)c2sc(NC(=O)CC3CCCC3)nc2n1 | -10
CCOc1ccc(C)cc1S(=O)(=O)Nc1ccc2c(c1)CCC(=O)N2CC(C)C | 5
Cc1ccc(-c2nn(-c3ccccc3)cc2/C=C2/NC(=S)N(c3ccccc3)C2=O)o1 | 1
CCOC(=O)[C@H](CCc1ccccc1)N[C@@H](C)C(=O)N1CCCC1C(=O)O (stereo not given in full) | -26
O=C(OC1CN(c2nc3c(F)cc(F)cc3s2)C1)c1ccsc1 | -9
CN1CCc2cc(C(CNC(=O)c3ccc(Br)cc3)N3CCOCC3)ccc21 (stereo not given) | -5
O=C(Nc1cccc(-c2nc3cccnc3s2)c1)Nc1ccccc1Cl | -10
CSCC[C@H](N)C(=O)NCC1CCC(C(=O)N[C@@H](Cc2ccccc2)C(=O)O)CC1 (stereo not given in full) | -10
O=C(CSCc1ccc([N+](=O)[O-])cc1)NN=Cc1ccncc1 | -17
Cc1ccc2nc3sc(C(=O)Nc4ccc5c(c4)OCCO5)cc3c(=O)n2c1 | -6
O=S(=O)(NCCS(=O)(=O)N1CCN(c2ccccc2)CC1)c1cccs1 | -11

The results go on:
Compound | PriA SSB inh
CCOc1ccc(-c2ccc(=O)n(CCNS(C)(=O)=O)n2)cc1 | -3
CC1CCCCN1C(=O)Cn1cc(S(=O)(=O)Cc2ccccc2F)c2ccccc21 (stereo not given) | -12
CCCCn1c(NS(=O)(=O)c2ccc(Cl)cc2)c(S(=O)(=O)c2ccccc2)c2nc3ccccc3nc21 | 51
Cc1nn(C2CCS(=O)(=O)C2)c2nc(-c3ccccc3)cc(C(=O)NCCCc3ccccc3)c12 (stereo not given) | -9
Cc1nccn1CC(O)Cn1c2ccc(Cl)cc2c2cc(Cl)ccc21 (stereo not given) | 3
Cc1nc2sc(C)c(C)n2c(=O)c1NC(=O)CC1CCCCC1 | 1
CN(C)c1ccc(/C=N\N2C(=O)C3C4c5ccccc5C(c5ccccc54)C3C2=O)cc1 (stereo not given) | 3
O=C(Nc1nnc(-c2cc(Cl)sc2Cl)o1)c1ccco1 | 6
O=C(NCCCn1ccc2cccnc21)NCc1cccs1 | -23
O=C(N[C@H]1CCN(c2ccccn2)C1)c1cc2cc(F)ccc2s1 | 4
Cn1ccnc1SCC1CCN(C(=O)c2cccs2)CC1 | 35*
O=C(Nc1nc(-c2cc(Cl)ccc2Cl)cs1)c1cccc(C(=O)Nc2nc(-c3cc(Cl)ccc3Cl)cs2)n1 | -11&-2

Next part.
Compound | PriA SSB inh
CCCC(O)=C1C(=O)CC(C)(C)CC1=Nc1ccc(OC)cc1 | -7
Cc1cc(C)c(NC(=O)Cn2nc(-c3ccco3)c3sc(N4CCOCC4)nc3c2=O)c(C)c1 | -9
COc1ccc(NC(=O)c2ccc(Nc3nc(-c4ccccc4)c4cc(Br)ccc4n3)cc2)c(OC)c1 | 6
O=C(NC[C@@H](c1ccco1)N1CCc2ccccc2C1)c1ccc2ccccc2c1 | 4
Cc1nc2c([nH]1)C[C@@H](C(=O)NCc1ccnc(N3CCCC3)c1)CC2 | -4
COc1c2ccc(C(=O)N3CCC(n4ccnn4)CC3)cc2nn1C | -8
CCOc1ccc(C=NN2C(=O)C(CC(=O)Nc3ccc(F)cc3F)SC2=NC)cc1OC (stereo not given) | -5
Oc1ccc(C=Nn2c(-c3ccccc3)n[nH]c2=S)cc1 | 9
CCc1ccc(S(=O)(=O)NCCCn2nc(-c3ccco3)ccc2=O)s1 | -3
CCOC(=O)C(=NNc1ccc(Cl)cc1)S(=O)(=O)c1ccccc1 | 3
CCOC(=O)c1oc2ccccc2c1NC(=O)COc1ccc(Cl)cc1Cl | -11&-3

A portion of the library, so the mix of outcomes need not match the whole.
